C diff HTS – blocks growth of Clostridium difficile. Clostridium difficile clinical isolate growth, OD600, 24 h; hits give low values. growth activity, negative = inhibition, % at 16 µg/mL (by protocol). hit rate 0.25% among 86,000;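 active = mean growth activity at or below -80% and every replicate also at or below -80%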;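 also: 0% = DMSO wells and -100% = levofloxacin 16 µg/mL wells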
Tcruzi prolif – blocks T. cruzi growth in NIH3T3 culture; T. cruzi beta-gal in NIH3T3, GalScreen luminescence, 90 h; inhibition, % at 8.34 µM; hit rate 5.9% among 77,000; AID 624255;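 active = mean inhibition above about 93%, with at least 55% of replicates each passing it, limit read from the data, passing the limit was not always enough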
GASC1 inh – KDM4C (human) demethylase inhibition. Q9H3R0. GST-KDM4C 2-372, H3K9me3 peptide, LANCE TR-FRET. inhibition, % at 12.5 µM. hit rate 0.15% among 96,000. AID 720574;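 active = mean replicate inhibition above about 25%, with at least 55% of replicates also reaching it, limit read from the data, passing the limit was not always enough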
Target sequence (Q9H3R0 2-372 limits assumed): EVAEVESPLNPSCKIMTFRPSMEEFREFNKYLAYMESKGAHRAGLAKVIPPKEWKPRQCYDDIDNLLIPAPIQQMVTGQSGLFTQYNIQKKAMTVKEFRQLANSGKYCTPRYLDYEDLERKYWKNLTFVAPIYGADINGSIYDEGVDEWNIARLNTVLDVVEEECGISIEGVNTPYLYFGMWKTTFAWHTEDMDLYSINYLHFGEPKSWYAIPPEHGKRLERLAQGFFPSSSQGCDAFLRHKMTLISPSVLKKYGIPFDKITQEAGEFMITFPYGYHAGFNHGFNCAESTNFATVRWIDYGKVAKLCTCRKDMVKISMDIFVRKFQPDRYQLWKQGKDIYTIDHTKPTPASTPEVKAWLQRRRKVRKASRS
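System: N-terminal GST-fused human GASC-1 (KDM4C) fragment, residues 2-372 / Amount: 10 nM GST-KDM4C in enzyme reaction / Also added: H3K9me3 peptide with Fe(II)/2OG / Times: 30 min demethylation and 1 h detection at room temperature / Signal: LANCE TR-FRET / Read-out basis: Fall in 671/618 emission ratio as inhibition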
Pf Dd2 growth – blocks growth of Plasmodium falciparum Dd2 parasites; activity change, % at 10 µM; AID 1159554; hit rate 2.3% among 94,000; P. falciparum Dd2 growth, SYBR Green, 72 h; hits give low values; in the data active = activity change below about -80%
The depositor's hits bear a star; x = no result given; & = joins results of further samples.

molecule	C diff HTS	Pf Dd2 growth	Tcruzi prolif	GASC1 inh
CC=Cc1ccc2n(c1=O)C[C@H]1[C@H](CO)[C@@H](C(=O)NCC3CC3)[C@@H]2N1C(=O)CC (mixture of isomers)	-3.5	22.6	-10.4	1.1
C[C@H](CO)N1C[C@H](C)[C@@H](CN(C)Cc2ccc(C(F)(F)F)cc2)Oc2c(NC(=O)C3CC3)cccc2C1=O	3.6	-47.1	50.7	-3.3
C[C@H]1CN([C@@H](C)CO)C(=O)Cc2cc(NS(=O)(=O)c3ccccc3)ccc2O[C@@H]1CN(C)S(=O)(=O)c1ccccc1	5.6	-11.0	-4.8	0.4
C[C@H]1CN([C@@H](C)CO)C(=O)c2cc(NC(=O)Cn3cnnn3)ccc2O[C@@H]1CN(C)Cc1ccc2c(c1)OCO2	-1.4	12.1	4.7	0.1
O=C(C[C@H]1CC[C@@H](NS(=O)(=O)c2ccc(F)cc2)[C@H](CO)O1)NCc1ccccc1F	1.1	26.8	x	0.5
CCC(=O)N1C[C@H](C)[C@H](OC)CN(C)C(=O)c2cc(NC(=O)CC(F)(F)F)ccc2OC[C@H]1C	-5.7	14.5	x	-0.1
CO[C@H]1CN(C)C(=O)c2cc(NC(=O)NC3CCCCC3)ccc2OC[C@@H](C)N(CC2CC2)C[C@@H]1C	-4.6	-5.5	-26.2	-1.9
CC(C)NC(=O)N(C)C[C@H]1Oc2ccc(NC(=O)C3CC3)cc2CC(=O)N([C@H](C)CO)C[C@H]1C	0.9	40.6	7.4	-0.6

molecule	C diff HTS	Pf Dd2 growth	Tcruzi prolif	GASC1 inh
CCCN1C[C@@H](C)[C@@H](OC)CN(C)C(=O)c2cc(NC(=O)C3CCOCC3)ccc2OC[C@H]1C	x	15.0	-8.1	0.3
C[C@@H]1CN([C@@H](C)CO)C(=O)c2cc(NC(=O)CCCCCC(=O)Nc3ccccc3N)ccc2O[C@@H]1CN(C)S(=O)(=O)c1cn(C)cn1	7.8	10.2	x	0.9
C[C@@H]1CCCCO[C@@H](CN(C)Cc2ccncc2)[C@H](C)CN([C@H](C)CO)C(=O)c2cc(NC(=O)Cc3ccccc3)ccc2O1	-2.3	-65.6	63.0	1.4
COc1cccc(S(=O)(=O)N2CC3(CN(C(=O)Nc4cccc(F)c4)[C@H](CO)c4[nH]c5cc(OC)ccc5c43)C2)c1	-2.8	-10.9	x	-0.1
O=C(Cc1ccccn1)N1CC[C@@H]2[C@H]1c1cc(-c3cccc(F)c3)ccc1N[C@@H]2CO	-9.5	-18.4	63.4	0.3
C[C@@H]1CN([C@H](C)CO)C(=O)Cc2cc(NC(=O)CCN3CCOCC3)ccc2O[C@H]1CN(C)CC1CC1	-1.0	-13.2	37.8	0.1
Cc1ccc(S(=O)(=O)N2C[C@H](O)COC[C@@H]3O[C@@H](CC(=O)NCc4ccc(Cl)c(Cl)c4)CC[C@H]32)cc1	x	-2.0	80.6	-0.5
C[C@H](CO)N1C[C@H](C)[C@H](CN(C)C(=O)Nc2ccc(C(F)(F)F)cc2)Oc2ccc(NS(=O)(=O)c3cccs3)cc2C1=O	-4.4	-47.3	18.8	0.5

Structural class: the entries above with a CF3 group.
molecule	C diff HTS	Pf Dd2 growth	Tcruzi prolif	GASC1 inh
C[C@H](CO)N1C[C@H](C)[C@@H](CN(C)Cc2ccc(C(F)(F)F)cc2)Oc2c(NC(=O)C3CC3)cccc2C1=O	3.6	-47.1	50.7	-3.3
CCC(=O)N1C[C@H](C)[C@H](OC)CN(C)C(=O)c2cc(NC(=O)CC(F)(F)F)ccc2OC[C@H]1C	-5.7	14.5	x	-0.1
C[C@H](CO)N1C[C@H](C)[C@H](CN(C)C(=O)Nc2ccc(C(F)(F)F)cc2)Oc2ccc(NS(=O)(=O)c3cccs3)cc2C1=O	-4.4	-47.3	18.8	0.5

(cont.)
molecule	C diff HTS	Pf Dd2 growth	Tcruzi prolif	GASC1 inh
CC(C)NC(=O)N(C)C[C@H]1OCc2cnnn2CCCC(=O)N([C@H](C)CO)C[C@@H]1C	1.6	8.2&-5.5	-4.1&-27.3	0.8
C[C@@H]1CN([C@@H](C)CO)C(=O)c2cc(NC(=O)c3ccccc3)ccc2O[C@@H](C)CCCCO[C@@H]1CN(C)C(=O)CCC(F)(F)F	-2.1	-44.0	-72.3	0.3
C[C@@H]1CN([C@H](C)CO)C(=O)c2cccc(NC(=O)CCCCCC(=O)Nc3ccccc3N)c2O[C@@H]1CN(C)S(=O)(=O)c1ccc(Cl)cc1	-7.1	-87.9*	86.5	0.4
COc1ccc(CN(C)C[C@H]2OCCCC[C@H](C)Oc3ccc(NC(=O)Nc4ccc5c(c4)OCO5)cc3C(=O)N([C@H](C)CO)C[C@H]2C)cc1	x	-75.4	105.3*	2.4
C[C@H]1CCCCO[C@@H](CN(C)C(=O)C2CCCCC2)[C@@H](C)CN([C@@H](C)CO)C(=O)c2cc(NC(=O)c3ccccc3)ccc2O1	-10.1	-79.4	47.0	-0.1
COc1ccc2c3c([nH]c2c1)[C@H](CO)N(C(=O)c1cnccn1)CC31CN(C(=O)c2cnccn2)C1	-18.6	-16.7	x	0.7
C[C@@H]1CN([C@H](C)CO)C(=O)c2cc(NS(=O)(=O)c3ccc(F)cc3)ccc2O[C@H]1CN(C)Cc1ccc(-c2ccccc2)cc1	7.9	-5.7	106.1	3.9
CCCC(O)C#Cc1cnc2c(c1)C(=O)N([C@H](C)CO)C[C@H](C)[C@H](CN(C)Cc1ccncc1)O2 (stereo partly drawn)	-2.2	5.7	50.4	0.0

molecule	C diff HTS	Pf Dd2 growth	Tcruzi prolif	GASC1 inh
CO[C@@H]1CN(C)C(=O)c2cc(NC(=O)c3cc(C)on3)ccc2OC[C@@H](C)N(C(=O)C2CCC2)C[C@H]1C	x	x	25.9	1.8
CO[C@@H]1CN(C)C(=O)c2cc(NC(=O)Nc3ccc(Cl)cc3)ccc2OC[C@@H](C)N(C(=O)Nc2c(C)noc2C)C[C@@H]1C	10.2	-8.6	-11.6	-0.4
Cc1noc(C)c1S(=O)(=O)Nc1ccc2c(c1)C(=O)N([C@@H](C)CO)C[C@@H](C)[C@H](CN(C)C(=O)C1CCCCC1)OCCCC[C@H](C)O2	-1.6	-59.1	48.1	-0.1
Cn1cnc(CCNC(=O)C[C@@H]2CC[C@H]3[C@@H](COC[C@@H](O)CN3C(=O)Nc3ccccc3)O2)c1	1.2	5.5	-15.2	1.0
O=C(C[C@H]1CC[C@H]2[C@@H](COC[C@H](O)CN2S(=O)(=O)c2ccc(Cl)cc2)O1)N[C@H]1CCN(Cc2ccccc2)C1	x	-33.8	91.9	1.3
COc1cccc(-c2ccc3c(c2)[C@@H]2[C@@H](CCN2C(=O)C2CCOCC2)[C@@H](CO)N3)c1	-0.7	-7.3	103.3*	3.0
O=C(NCCN1CCCCC1)[C@H]1N[C@H]2c3ccc(-c4ccncc4)c(=O)n3C[C@H]2[C@@H]1CO	-3.4	-1.1	101.8*	-1.6
CN1C(=O)c2cc(NS(=O)(=O)c3ccc(Cl)cc3)ccc2OC[C@@H]2O[C@@H](CC(=O)O)CC[C@H]21	-1.9	-22.1	24.6	-1.5

molecule	C diff HTS	Pf Dd2 growth	Tcruzi prolif	GASC1 inh
O=C(C1CCOCC1)N1CC(=O)N2[C@H](CO)[C@@H](c3ccc(C#CC4CCCCC4)cc3)[C@H]2C1	57.2	-13.8	x	-0.7
Cc1cc(C(=O)Nc2cccc3c2O[C@H](CN(C)Cc2ccncc2)[C@H](C)CN([C@H](C)CO)C3=O)n(C)n1	0.7	-0.8	56.9	-1.0
C[C@@H]1CCCCO[C@H](CN(C)Cc2ccc(C(=O)O)cc2)[C@H](C)CN([C@H](C)CO)C(=O)c2cc(NC(=O)Nc3ccc4c(c3)OCO4)ccc2O1	5.3	6.0	-3.1	1.6
C[C@@H]1CN([C@@H](C)CO)C(=O)c2cc(NC(=O)C3CC3)ccc2O[C@@H]1CN(C)Cc1ccc(C(=O)Nc2ccccc2N)cc1	0.6	-18.2	58.7	-0.5
C/C=C/c1ccc([C@H]2[C@@H](CO)N(CCC)[C@@H]2CN(CC)C(=O)c2ccccn2)cc1	-1.4	-18.2	x	0.3
CCC(=O)N1CC2(C1)CN(Cc1cccc(Cl)c1)[C@@H](CO)c1[nH]c3cc(OC)ccc3c12	-3.2	-77.0	x	x
CN1C(=O)c2cc(NS(C)(=O)=O)ccc2OC[C@H]2O[C@@H](CC(=O)N3CCOCC3)CC[C@H]21	-8.4	x	-68.1	1.9
CCCNC(=O)N1CC2(C1)CN(C(C)=O)[C@H](CO)c1c2c2ccc(OC)cc2n1C	-2.0	21.4	x	-0.4

molecule	C diff HTS	Pf Dd2 growth	Tcruzi prolif	GASC1 inh
O=C1CN(Cc2ccccc2)C[C@@H]2[C@H](c3ccc(-c4ccccc4F)cc3)[C@H](CO)N12	10.0	21.6	x	9.1
CCCNC(=O)N1C[C@@H]2[C@H](c3ccccc31)[C@H](CO)N2C(=O)CN1CCOCC1	-8.0	24.1	8.6	8.8
CN(C)C(=O)C[C@@H]1CC[C@H](NC(=O)NC2CCCC2)[C@H](CO)O1	x	4.9	-49.3	5.5
CCCN(C)C[C@@H]1Oc2ncc(-c3cccc(OC)c3)cc2C(=O)N([C@H](C)CO)C[C@@H]1C	-0.2	-36.3	2.8	0.0
CN(C)C(=O)c1ccc(-c2ccc([C@@H]3[C@@H](CO)N4CCCCN(CC5CC5)C[C@H]34)cc2)cc1	-5.3	3.6	11.3	7.2
COc1cccc(NC(=O)N(C)C[C@@H]2Oc3ncc(C#Cc4ccc(F)cc4)cc3C(=O)N([C@@H](C)CO)C[C@@H]2C)c1	14.8	-27.0	97.4	-1.0
C/C=C/c1ccc([C@@H]2[C@H](CO)N(C(=O)c3cnccn3)C23CN(C(=O)CC)C3)cc1	1.9	-25.3	x	0.7
C[C@@H]1CN([C@@H](C)CO)C(=O)c2cccc(NC(=O)C3CCCCC3)c2O[C@@H]1CN(C)S(=O)(=O)c1cn(C)cn1	x	-23.9	-11.6	6.2

molecule	C diff HTS	Pf Dd2 growth	Tcruzi prolif	GASC1 inh
N#Cc1cccc(-c2ccc(C3[C@H]4CNC[C@@H]3N4S(=O)(=O)c3ccc(-c4ccccc4)cc3)cc2)c1 (stereo partly drawn)	2.7&66.6	-40.8&14.1	x	-1.0&-0.2
O=C(C[C@H]1CC[C@@H](NC(=O)c2ccncc2)[C@@H](CO)O1)Nc1ccccc1	-0.8	10.7	19.5	8.6
Cc1noc(C)c1NC(=O)Nc1cccc2c1O[C@@H](CN(C)S(=O)(=O)c1cn(C)cn1)[C@H](C)CN([C@@H](C)CO)C2=O	x	-61.4	-11.5	-0.6
Cc1noc(C)c1S(=O)(=O)Nc1cccc2c1O[C@@H](CN(C)Cc1ccccc1)[C@@H](C)CN([C@H](C)CO)C2=O	-0.8	14.3	9.0	-0.1
Cc1noc(C)c1S(=O)(=O)Nc1ccc2c(c1)CC(=O)N([C@@H](C)CO)C[C@@H](C)[C@H](CN(C)Cc1ccc3c(c1)OCO3)O2	-3.0	-15.8	x	1.3
CCC(=O)N1CC(=O)N2[C@H](CO)[C@@H](c3ccc(-c4ccc(C(=O)N(C)C)cc4)cc3)[C@H]2C1	0.8	21.4	x	-1.1
C[C@@H]1CN([C@@H](C)CO)C(=O)c2cc(-c3ccc(C(=O)N(C)C)cc3)cnc2O[C@@H]1CN(C)C(=O)CN(C)C	-4.3	35.1	-15.6	1.8
C[C@@H]1CN([C@@H](C)CO)C(=O)c2cc(NS(=O)(=O)c3cccs3)ccc2O[C@@H](C)CCCCO[C@H]1CN(C)C	0.4	-8.2	x	0.9

Compound profiles, as listed above. Values in the order: C diff HTS | Pf Dd2 growth | Tcruzi prolif | GASC1 inh
Record of `CCC(=O)N1CC(=O)N2[C@H](CO)[C@@H](c3ccc(-c4ccc(C(=O)N(C)C)cc4)cc3)[C@H]2C1` = 0.8 | 21.4 | x | -1.1
Record of `Cc1noc(C)c1S(=O)(=O)Nc1cccc2c1O[C@@H](CN(C)Cc1ccccc1)[C@@H](C)CN([C@H](C)CO)C2=O` = -0.8 | 14.3 | 9.0 | -0.1

The list continues:
molecule	C diff HTS	Pf Dd2 growth	Tcruzi prolif	GASC1 inh
CCNC[C@H]1[C@@H](c2ccccc2)[C@@H](CO)N1C(=O)Cc1ccccn1	1.8	-26.4	5.1	2.0
CCCNC(=O)C[C@@H]1CC[C@@H]2[C@H](COC[C@@H](O)CN2C(=O)c2ccc(F)cc2)O1	0.0&-7.5	6.9	-41.8	0.5
C[C@@H]1CN([C@H](C)CO)C(=O)c2cc(NC(=O)CCCN(C)C)ccc2O[C@H]1CN(C)C(=O)NC1CCCCC1	-0.5	-5.4	2.9	1.3
O=C(NCc1ccccc1)[C@@H]1N[C@@H]2c3ccc(-c4ccccc4)c(=O)n3C[C@@H]2[C@H]1CO	0.8	-2.7	84.5	-1.0

Screens as filed in PubChem.
